PGC1a acetyl inh: lowers PGC1a acetylation signal in U2OS cells; AlphaScreen anti-acetyl-lysine; with virally co-expressed GCN5 acetyltransferase; inhibition, % at 15.6 µM; hit rate 0.17% among 350,000;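 active = every replicate shows inhibition of at least 40%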;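 also: 0% = neutral control wells and 100% = positive control wells; some results beyond the cut were filed as inactive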
ERAP1 HTS inh: ERAP1 (human) enzyme inhibition | recombinant ERAP1, Leu-AMC fluorescence, 60 min | inhibition, % at 10.7 µM | hit rate 0.15% among 340,000 | AID 652197;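 active = mean replicate inhibition of at least 30%, or all replicates individually reaching that 30% level; inactive = mean below 30% and not every replicate reaching it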;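 also: 0% = neutral control wells and 100% = L-leucinethiol positive control wells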
RAD54 inh: RAD54 (human) branch migration inhibition. AID 602329. Q92698. inhibition, % at 10.4 µM. RAD54 Holliday junction branch migration, FAM/BHQ fluorescence. hit rate 0.14% among 360,000;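 active = mean normalized replicate activity at least 40 and at least half of replicates scoring 40 or more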;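 also: 0% = median of neutral control wells and 100% = median of positive control wells; inhibitors cause a drop in the FAM fluorescence signal; in these data hits start at about 50%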
miR-122 sensor: blocks miR-122 activity in Huh7 sensor cells; Huh7 miR-122 Renilla luciferase sensor, 48 h; neutral wells = 0, positive control = 100; hit rate 0.3% among 340,000; AID 602342; activation (reporter increase), % at 12.5 µM;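 active = mean replicate activation score at least 90 and every replicate individually at or above 90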;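 also: higher luciferase means less miR-122 activity so hits act as miR-122 inhibitors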
RAD52 anneal inh: RAD52 (human) annealing inhibition | P43351 | recombinant RAD52 DNA annealing, FRET fluorescence | inhibition, % at 18.7 µM | hit rate 0.46% among 360,000 | AID 651710;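 active = every replicate showing at least 50% inhibition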
Target sequence (P43351 whole entry, looked up): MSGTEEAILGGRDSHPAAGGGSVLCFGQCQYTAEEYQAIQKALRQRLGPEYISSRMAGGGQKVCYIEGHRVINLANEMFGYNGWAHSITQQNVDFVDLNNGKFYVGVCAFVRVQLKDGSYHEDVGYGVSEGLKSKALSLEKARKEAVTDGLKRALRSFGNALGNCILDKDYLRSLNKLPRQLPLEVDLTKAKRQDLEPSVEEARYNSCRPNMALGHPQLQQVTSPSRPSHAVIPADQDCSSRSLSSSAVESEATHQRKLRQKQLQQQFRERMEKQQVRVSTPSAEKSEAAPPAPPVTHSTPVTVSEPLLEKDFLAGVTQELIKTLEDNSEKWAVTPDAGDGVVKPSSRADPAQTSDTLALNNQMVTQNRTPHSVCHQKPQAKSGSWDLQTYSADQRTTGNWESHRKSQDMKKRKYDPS
Cneo AK release: Cryptococcus neoformans lysis via adenylate kinase release | lysis activity, % at 15 µM | AID 651654 | hit rate 0.2% among 360,000 | C. neoformans lysis, adenylate kinase release luminescence, 4 h; normalised: neutral wells 0, clomiphene wells 100;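 active = mean lysis activity across replicates of at least 80%, whatever share of replicates individually reach that level; inactive = mean lysis activity below 80%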
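Material: C. neoformans cells; Schedule: 4 h static compound exposure, 37 °C, read 1 h post-reagent; Measured by: adenylate kinase release luminescence; Read-out: signal increase indicating cell lysis; Controls: Clomiphene as positive lysis control.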
E-selectin induc: induces E-selectin expression in human endothelial cells. P16581. HUVEC E-selectin immunofluorescence imaging; normalized: neutral wells 0, TNF-alpha wells 100. activation, % at 7.58 µM. hit rate 0.37% among 260,000. AID 686992;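 active = mean E-selectin-positive cell signal at least 10% of the positive control, reached in at least 60% of replicates, without over 20% cell loss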;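 also: in these data hits start at about 27%; measured in HUVEC primary endothelial cells; signal is the percent of cells scored E-selectin positive by PE staining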
Target sequence (P16581 whole entry, looked up): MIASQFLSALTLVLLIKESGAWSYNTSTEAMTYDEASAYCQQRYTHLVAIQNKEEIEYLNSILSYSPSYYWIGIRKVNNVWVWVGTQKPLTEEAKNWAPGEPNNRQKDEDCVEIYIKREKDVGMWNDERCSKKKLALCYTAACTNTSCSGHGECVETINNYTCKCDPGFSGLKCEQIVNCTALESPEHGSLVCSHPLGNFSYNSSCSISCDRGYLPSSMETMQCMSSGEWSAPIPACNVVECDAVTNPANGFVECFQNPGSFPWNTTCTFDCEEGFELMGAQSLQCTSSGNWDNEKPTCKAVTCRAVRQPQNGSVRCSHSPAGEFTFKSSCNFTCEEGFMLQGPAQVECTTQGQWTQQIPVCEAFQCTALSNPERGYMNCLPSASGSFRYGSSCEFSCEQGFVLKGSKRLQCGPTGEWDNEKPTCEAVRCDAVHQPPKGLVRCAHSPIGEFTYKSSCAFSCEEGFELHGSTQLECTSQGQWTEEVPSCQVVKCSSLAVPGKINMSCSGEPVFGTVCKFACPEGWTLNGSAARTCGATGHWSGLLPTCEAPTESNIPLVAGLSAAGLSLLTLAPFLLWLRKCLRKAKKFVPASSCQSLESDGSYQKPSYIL
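Read-out: % PE-positive cells | Test system: HUVEC | Doses: One compound dose added by pin transfer | Buffer or medium: EGM-2 over gelatin coat | Signal: Immunofluorescence imaging | Benchmarks: TNF-alpha, DMSO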
PglD inh: inhibitors of Campylobacter jejuni PglD acetyltransferase; inhibition, % at 12.5 µM; purified PglD enzyme, DTNB colorimetric CoA detection; hit rate 0.098% among 360,000; in the data active = inhibition above about 16%, passing the limit was not always enough; also: strong numbers were not always called active
Numbers without * were called inactive; nt = no result given; [ ] = another dose, or the depositor's remark.

Sample of the layout:
Values run as follows: PGC1a acetyl inh	ERAP1 HTS inh	RAD54 inh	miR-122 sensor	RAD52 anneal inh	Cneo AK release	E-selectin induc	PglD inh
CC(OC(=O)c1ccco1)C(=O)Nc1ccc(C(F)(F)F)cc1 (stereo not given)
    -4	-2	2	-11	21	0	3.9	-6
CC(C)(C)[C@H]1COC(=O)CCC/C=C/C[C@H](CC(=O)N(CCO)Cc2ccccc2)C(=O)N1
    1	1	-5	3	-11	7	-0.4	7

Results, repeating the preview:
Values run as follows: PGC1a acetyl inh	ERAP1 HTS inh	RAD54 inh	miR-122 sensor	RAD52 anneal inh	Cneo AK release	E-selectin induc	PglD inh
CC(OC(=O)c1ccco1)C(=O)Nc1ccc(C(F)(F)F)cc1 (stereo not given)
    -4	-2	2	-11	21	0	3.9	-6
CC(C)(C)[C@H]1COC(=O)CCC/C=C/C[C@H](CC(=O)N(CCO)Cc2ccccc2)C(=O)N1
    1	1	-5	3	-11	7	-0.4	7
CC(=O)N1CCN(c2ccc(Oc3nnnn3-c3ccccc3)cc2)CC1
    1	nt	3	-17	nt	1	nt	-3
S=c1[nH]nc(SCc2ccccc2)c2[nH]cnc12
    0	1	3	-1	-21	0	0.7	9
O=C(Nc1ccc2c(c1)CCC2)c1ccccc1
    nt	-1	0	5	6	-20	nt	0
CCC1(c2ccccc2)NC(=O)N(CC(=O)Nc2cc(S(=O)(=O)N3CCCCCC3)ccc2OC)C1=O (stereo not given)
    nt	-1	6	nt	-16	-1	0.2	-2
Oc1ccc2ccccc2c1CNc1cnc2ccccc2c1
    -5	nt	-21	6	nt	1	nt	2
Clc1ccc(-c2c[n+]3c(n2-c2ccccc2)SCC3)cc1
    9	-3	1	3	-11	6	-1.5	6
CCC(=O)Nc1ccc2c(c1)ncn2-c1ccccc1OC
    4	nt	-3	-8	nt	1	nt	4
CCOc1ccccc1-c1nc(-c2cccc(Br)c2)no1
    8	1	nt	16	-10	nt	nt	nt
C=CC[C@@H](CC(=O)NCCO)C(=O)NC[C@H](OC(=O)[C@@H](CC=C)CC(=O)OC(C)(C)C)c1ccccc1
    nt	3	-8	0	-1	-4	-0.2	-3
COc1ccc(OC)c(S(=O)(=O)N2CCCC(C(=O)N3CCCC3)C2)c1 (stereo not given)
    -2	-2	-4	-2	-17	1	0.0	-5
Cc1cc(NS(=O)(=O)c2cn(C)nc2C)no1
    -3	-3	2	-2	-31	0	0.4	-2
Cc1ccccc1OCC(=O)N/N=C/c1ccc(N2CCOCC2)o1
    -4	4	-13	0	-30	0	-4.6	5
Cc1cc(C)cc(N(CC(=O)NCCSCc2ccco2)S(C)(=O)=O)c1
    -25	-3	-3	5	-22	-3	nt	-1
O=C(Nc1cccc(Cl)c1)N1C[C@H]2[C@@H](c3ccccc31)[C@H](CO)N2C(=O)C1CCCC1
    -8	-2	-15	0[16.7 µM]	-21	0	-0.5	3
COC(=O)c1ccc(C2C(Oc3ccccc3)C(=O)N2CCc2ccc(OC)c(OC)c2)cc1 (stereo not given)
    7	nt	0	19	nt	-4	nt	-2
COCCNC(=O)C(c1ccc(C)cc1)N(CCOC)C(=O)CCC(=O)Nc1ccccn1 (stereo not given)
    -4	3	12	-5	7	-1	1.0	7
Cc1csc(NC(=O)CSc2nnc3ncccn23)n1
    -39	nt	-9	-5	nt	0	nt	1
COc1ccc(S(=O)(=O)Nc2ccc3c(c2)C(=O)N([C@H](C)CO)C[C@H](C)[C@H](CN(C)C(=O)Nc2ccc(F)cc2)OCCCC[C@H](C)O3)cc1
    2	1	-5	1[16.7 µM]	22	-2	0.1	2
COc1ccc(S(=O)(=O)N2CCC(C(=O)NCCC(=O)Nc3ccccc3OC)CC2)cc1
    nt	-2	4	0	-68	0	-0.2	7
COc1ccccc1-c1ccccc1[C@@H]1[C@H](C#N)N(C(=O)C2CCC2)[C@H]1CO
    0	0	nt	nt	-4	nt	0.2	nt
O=[N+]([O-])c1cccc(-c2csc(Nc3ccccc3)n2)c1
    -4	-1	-1	-1	-10	-1	-0.7	-2
C[C@@H]1CN([C@H](C)CO)C(=O)c2cc(NC(=O)C3CCCCC3)ccc2O[C@@H](C)CCCCO[C@H]1CN(C)C(=O)Nc1ccc(F)cc1
    0	2	-1	-12[16.7 µM]	-11	1	0.0	-1
CN1C(=O)c2ccc(NC(=O)CSc3ccccc3)cc2C1=O
    nt	1	6	-1	-7	-1	nt	3
C[C@@H]1CCCCO[C@@H](CN(C)Cc2ccc(Cl)c(Cl)c2)[C@@H](C)CN([C@@H](C)CO)C(=O)c2cc(NC(=O)C3CCCCC3)ccc2O1
    -2	-3	-6	1[16.7 µM]	-13	1	0.0	7
C[C@@H]1CN([C@@H](C)CO)C(=O)c2cc(-c3cccnc3)cnc2O[C@H]1CN(C)C(=O)Nc1ccc(C(F)(F)F)cc1
    8	0	-2	4[16.7 µM]	10	-4	-0.1	1
COCCNC(=O)C[C@H]1CC[C@@H]2[C@H](COc3ccc(NC(C)=O)cc3C(=O)N2C)O1
    -8	nt	-9	8[16.7 µM]	nt	51	0.1	1
CC(C)CC#Cc1ccc2c(c1)O[C@H](CN(C)C(=O)C1CCCCC1)[C@H](C)CN([C@H](C)CO)S2(=O)=O
    21	-4	-3	2[16.7 µM]	-9	3	-0.3	3
Cn1cc(Br)c(C(=O)NNC(=O)c2ccc(Cl)cc2)n1
    nt	1	nt	-16	-3	nt	-1.3	nt

Next section.
Values run as follows: PGC1a acetyl inh	ERAP1 HTS inh	RAD54 inh	miR-122 sensor	RAD52 anneal inh	Cneo AK release	E-selectin induc	PglD inh
O=C(OCCN=C1NS(=O)(=O)c2ccccc21)C1CC(=O)N(c2ccc3ccccc3c2)C1 (stereo not given)
    -3	0	-20	-3	-3	4	nt	6
C[C@@H]1CN([C@@H](C)CO)C(=O)c2cc(N(C)C)ccc2O[C@@H](C)CCCCO[C@@H]1CN(C)C(=O)Nc1ccccc1
    -4	3	-2	3[16.7 µM]	10	-7	0.0	5
Cc1ccc(S(=O)(=O)N[C@@H]2C=C[C@@H](CC(=O)NCCN3CCCCC3)O[C@@H]2CO)cc1
    8	0	8	3[16.7 µM]	7	4	-0.5	-3
Cc1onc(-c2ccccc2)c1C(=O)Nc1nc2c(s1)CCCC2
    -3	nt	-18	-5	nt	-1	nt	-3
CCCc1ccc(-c2ccc(C(=O)O)cc2)nc1
    14	nt	-2	0	nt	-4	nt	-4
Cc1ccc(C(=O)CCC(=O)N2CCN(C/C=C/c3ccccc3)CC2)cc1
    nt	-1	2	-2	-10	-1	0.0	1
C[C@H]1CCCCO[C@@H](CN(C)C)[C@@H](C)CN([C@@H](C)CO)C(=O)c2cc(N(C)C)ccc2O1
    2	1	8	6[16.7 µM]	-20	-1	-0.2	1
O=C(N/N=C/c1ccc(OC(=O)c2ccccc2Br)cc1)c1ccccn1
    -10	4	-3	-6	-2	5	nt	1
COc1ccc(-n2c(SCC(=O)c3c(N)n(C)c(=O)n(C)c3=O)nc3ccccc32)cc1
    10	nt	-3	-6	nt	-1	nt	-2
CN(C)S(=O)(=O)c1cccc(C(=O)N2CCN(C(=O)C3CCCO3)CC2)c1 (stereo not given)
    nt	0	0	nt	-19	2	0.1	1
O=c1c2ccccc2[nH]c(=S)n1CCCN1CCN(c2ccccc2)CC1
    4	0	-1	7	-9	-2	nt	-2
C[C@@H]1CN([C@H](C)CO)C(=O)Cc2cc(NS(=O)(=O)c3cn(C)cn3)ccc2O[C@@H]1CN(C)S(=O)(=O)c1ccc(F)cc1
    -2	-3	nt	0[16.7 µM]	16	nt	-0.3	nt
O=C1CC(SC(=Nc2ccccc2)Nc2ccccc2)C(=O)N1c1cccc2ccccc12 (stereo not given)
    -3	nt	-2	7	nt	1	nt	6
N#CCCN(NC1=NS(=O)(=O)c2ccccc21)C(=O)c1ccccc1Br
    1	nt	-3	0	nt	0	nt	-3
CCCNC(=O)N(C)C[C@@H]1Oc2cc(-c3ccc(C)cc3)ccc2S(=O)(=O)N([C@@H](C)CO)C[C@H]1C
    -3	0	-4	16[16.7 µM]	7	2	-2.3	1
COc1ccc(C(=O)C2CCCN(Cc3ccc4nonc4c3)C2)c(C)c1 (stereo not given)
    3	-4	2	2	-18	-1	3.1	4
C[C@@H]1CN([C@H](C)CO)S(=O)(=O)c2ccc(C#Cc3cccc(F)c3)cc2O[C@@H]1CN(C)C(=O)NC1CCCCC1
    12	-3	1	-4[16.7 µM]	-30	3	0.1	-1
CC(NC(=O)CN1c2cccc3cccc(c23)S1(=O)=O)c1ccccc1 (stereo not given)
    -12	-7	4	-3	-22	0	0.0	-3
CCOC(=O)c1c(NC(=O)CN2C(=O)N(C)C3(CCCCC3)C2=O)sc(C(=O)N(C)C)c1C
    4	3	-5	-1	-10	-2	nt	-1
CC1CC(C)CN(Cc2nc3c(c(=O)n(C)c(=O)n3C)n2CCN2CCOCC2)C1 (stereo not given)
    nt	nt	-2	6	nt	5	nt	5
Cc1cccn2c(=O)nc(SCC(=O)NC3CCCC3)nc12
    nt	0	-8	nt	-9	-4	-0.3	0
Cc1cc(C)c2c(c1)c(C)cc1nnc(SCC(=O)NCc3ccco3)n12
    -3	nt	-3	nt	nt	0	nt	-2
CCOC(=O)CNC(=O)CSc1nnc(-c2ccco2)n1Cc1ccco1
    2	nt	1	1	nt	1	nt	4
CCN1CCN(C(=O)CNC(=O)c2nn(-c3ccc(OC)cc3)c(=O)c3ccccc23)CC1
    nt	2	-16	-5	-6	-9	nt	2
CN(CC1CCCN(CCc2ccc(Cl)cc2)C1)C(=O)c1ccoc1 (stereo not given)
    nt	1	-10	-6	-14	-2	-1.9	0
COc1cc(C=CC(=O)OCC=Cc2ccc3c(c2)OCO3)cc(OC)c1OC
    -7	-1	nt	-4	5	nt	2.0	nt
COc1ccc(-c2noc(CSc3ccccc3)n2)cc1OC
    -22	nt	5	-5	nt	-4	nt	6
CN(C)CCCNC(=O)C[C@H]1C[C@H](C(=O)N2CCCCC2)[C@@]2(CCc3ccccc3)c3[nH]c4cc(CCC(=O)N(C)C)ccc4c3CCN2C1=O
    11	6	10	11	9	6	nt	1
CO[C@@H]1CN(C)C(=O)c2cc(NC(=O)Nc3cccc(F)c3)ccc2OC[C@H](C)N(C(C)=O)C[C@@H]1C
    -11	3	2	1[16.7 µM]	8	2	0.0	-3
C[C@@H]1CN([C@@H](C)CO)C(=O)CCCn2nncc2CO[C@@H]1CN(C)C(=O)Nc1ccc(F)cc1
    5	11	8	1[16.7 µM]	2	-1	0.1	4

Further compounds follow.
Values run as follows: PGC1a acetyl inh	ERAP1 HTS inh	RAD54 inh	miR-122 sensor	RAD52 anneal inh	Cneo AK release	E-selectin induc	PglD inh
O=C(O)CCc1ccc(S(=O)(=O)Nc2ccc(OCc3ccccc3)cc2)cc1
    13	1	-9	2	4	-3	nt	4
COc1ccccc1CN1CC[C@@H]2[C@H]1c1cc(C#Cc3ccccc3)ccc1N[C@@H]2CO
    -7	-2	5	1[16.7 µM]	-17	39	1.2	12
COc1ccc(C#Cc2cnc3c(c2)C(=O)N([C@@H](C)CO)C[C@H](C)[C@@H](CN(C)C(=O)c2ccccc2F)O3)cc1
    4	1	-9	-14[16.7 µM]	-5	1	0.2	-3
CCC(C)NCC(=O)Nc1ccc(-c2nc3cc(NC(=O)CNC(C)CC)ccc3o2)cc1 (stereo not given)
    -6	nt	11	-5	nt	-1	nt	-1
COc1ccc(NC(=O)C[C@H]2C(=O)N(Cc3ccccc3)C[C@@H]2c2ccc(OC)cc2)cc1
    nt	4	-2	1	-9	0	-0.1	2
CN(C)C(=O)c1cccc(-c2ccc([C@H]3[C@H](CO)N4C(=O)CN(C(=O)C5CCCC5)C[C@@H]34)cc2)c1
    -24	-2	nt	nt	5	nt	-0.6	nt
